High-throughput results as filed in PubChem.
SRC3 TRFRET art: TR-FRET detection interference compounds, artefact control for PPARgamma SRC-3 recruitment agonists, biochemical, TR-FRET ratio. TR-FRET artefact counter-screen, PPARgamma/SRC-3 format; stronger effect = higher value. TR-FRET ratio at 8 µM. 99,000 compounds, 0.39% hits. AID 1048, 2008; in the data active means TR-FRET ratio above about 2000; further: inactives centre near 1600
SRC1 TRFRET art: TR-FRET detection interference compounds, primary screen, artefact control for PPARgamma SRC-1 recruitment agonists, biochemical, TR-FRET emission ratio. TR-FRET detection artefact counter-screen; stronger effect = higher value. TR-FRET ratio at 8 µM. 99,000 compounds, 0.34% hits. AID 1051, 2008; in the data active means TR-FRET ratio above about 2300; further: inactives centre near 1800
* = called active by the depositor; i = inactive. An excerpt. The share of hits here may be higher or lower than overall.

compound | SRC3 TRFRET art | SRC1 TRFRET art
CCN(CC)C(=O)c1sc2c(c1C)c(=O)n(-c1ccc(OC)cc1OC)c(=O)n2CC(=O)c1ccccc1 | 1498 | 2041
C[n+]1ccccc1COc1ccc(C(C)(C)C)cc1 | 1506 | 1853
O=C(N/N=C\c1cccs1)c1ccccc1-n1cccc1 | 1206 | 1455
O=C(O)/C=C\c1cccc(-n2cnnn2)c1 | 1697 | 1863
Cc1nnc(SC(C)C(=O)Nc2ccc(Cl)cn2)n1Cc1ccccc1 (stereo not drawn) | 1631 | 1869
Cn1c(=O)c(=O)n(C)c2cc([N+](=O)[O-])c([N+](=O)[O-])cc21 | 1566 | 1763
Cc1sc(NC(=O)c2ccccc2F)c(CN2CCCCC2)c1C | 1558 | 1617
c1ccc(-c2nnc(CN3CCN(C(c4ccccc4)c4ccccc4)CC3)o2)cc1 | 1654 | 1735
Cc1ccc(C)c(-n2cc(CNCCCn3cccn3)c(-c3ccccc3)n2)c1 | 1375 | 1892
CC(c1ccc(F)cc1)n1c(Cn2ncc3ccccc3c2=O)n[nH]c1=S (stereo not drawn) | 1604 | 1719
Cc1ccsc1C1Nc2ccccc2-c2nc3ccccc3n21 (stereo not drawn) | 1554 | 1995
O=C(O)C1CN(c2nc(Cl)ccc2[N+](=O)[O-])C1 | 1656 | 1738
O=C(CC(C(=O)O)C1CCCO1)NCc1ccccc1 (stereo not drawn) | 1371 | 1828
CCCCC(=O)Nc1ccc(C(=O)NNC(=S)NC(=O)c2ccco2)cc1 | 1522 | 1727
C/C(=N\Nc1nc2ccccc2s1)c1ccc(Br)s1 | 1556 | 2044
COC(=O)c1cc(NC(=O)c2cccnc2)ccc1N1CCOCC1 | 1699 | 1913
O=C(NCC1CCCO1)c1cc2ccccc2oc1=O (stereo not drawn) | 1677 | 1768
O=S(=O)(c1ccccc1F)N1CCN(CC(O)c2ccccc2)CC1 (stereo not drawn) | 1505 | 1747
Cc1cccc(NC(=S)NCC(c2cccnc2)N(C)C)c1 (stereo not drawn) | 1316 | 1753
CCSc1nnc(CNC(=O)C23CC4CC(CC(C4)C2)C3)n1C1CCCCC1 | 1242 | 1612
CC1(C(=O)Nc2cccc(C(F)(F)F)c2)CO1 (stereo not drawn) | 1655 | 2009
OCCN1CCN(c2ncnc3c2c(-c2ccccc2)cn3-c2ccc(F)cc2)CC1 | 1618 | 1742
COc1ccc(NS(=O)(=O)c2ccc(NC(=O)c3ccc(N(C)S(C)(=O)=O)cc3)cc2)c(OC)c1 | 1564 | 1803
O=S(=O)(c1cccc(C(F)(F)F)c1)N1CCN(C(=S)NCc2ccco2)CC1 | 1504 | 1827
CCOc1ccc(NC(=S)NC23CN4CN(CN(C4)C2)C3)cc1 | 1526 | 1845
CCSc1sc(CC)cc1C=O | 1523 | 1708
c1ccc(CCc2nn3c(Cn4nnc5ccccc54)nnc3s2)cc1 | 1537 | 1778
O=C(COc1ccccc1[N+](=O)[O-])Nc1cc(C(=O)O)cc(C(=O)O)c1 | 1575 | 1933
Cn1nnnc1SCCNCc1cc(Cl)ccc1OCc1ccccc1 | 1395 | 1850
COc1cccc(C(C(=O)NC2CCCCC2)N(C(=O)c2ccccn2)c2cccnc2)c1 (stereo not drawn) | 1579 | 1946
COc1ccccc1-c1noc(-c2ccccc2C(=O)NCc2ccco2)n1 | 1723 | 1874
CCN(CC)CC(=O)c1c(N)n(Cc2ccccc2)c(=O)n(C)c1=O | 1641 | 1676
CC1=C(C(=O)OCC2CCCO2)C(c2ccc(Cl)c(Cl)c2)NC(=O)N1 (stereo not drawn) | 1390 | 1750
CC(=O)c1ccc(NC(=O)/C(Cl)=C/c2ccccc2)cc1 | 1578 | 1939
NC1=NC(=Nc2ccc(Cl)cc2)c2ccccc21 | 1504 | 1693
CC(C)c1ccc(Nc2nc(CC(=O)O)cs2)cc1 | 1548 | 1774
CC(/C=N/Nc1nc(C)cc(C)n1)=C\c1ccc(C(C)C)cc1 | 1504 | 1666
C[C@@H](C(=O)Nc1ccc2ccccc2c1)[C@@H]1C[C@@]1(C)[C@@H](NC(=O)c1cnccn1)c1ccccc1 | 1558 | 1702
N#Cc1c(-c2ccccc2Cl)cc(-c2ccccc2)nc1Br | 2059* | 1792
CN(C)C(C(=O)NC1CCCCC1)c1ccc(Cl)cc1 (stereo not drawn) | 1503 | 1826
COc1cccc(CCc2nnc(CCC(=O)NCCc3cccc(C)n3)o2)c1 | 1620 | 2005
O=C(NCCC1=CCCCC1)C1CCN(C(=O)c2ccc(Br)cc2)CC1 | 1617 | 1891
CN(C)C(/C=C/Nc1cccc([N+](=O)[O-])c1)=C(C#N)C#N | 1542 | 1694
CN(C)c1ccc(/C=C2\N=C(c3ccc(Cl)c([N+](=O)[O-])c3)NC2=O)cc1 | 1423 | 1937
COc1ccc(N2CCN(C(=O)C3CC(=O)N(c4ccc(C)cc4)C3)CC2)cc1 (stereo not drawn) | 1532 | 1533
O=C(Cc1ccccc1)Nc1c[nH]c(=O)[nH]c1=O | 1380 | 1657
O=S(=O)(NCC1CCCO1)c1ccc(S(=O)(=O)N(Cc2ccccn2)C2CC2)cc1 (stereo not drawn) | 1518 | 1720
O=C(COC(=O)c1cc(Cl)ccc1[N+](=O)[O-])NCc1ccc(Cl)cc1Cl | 1549 | 2036
CCc1nnc(NS(=O)(=O)c2ccc(N=Cc3c(C)[nH]n(-c4ccc(Cl)cc4)c3=O)cc2)s1 | 1715 | 1909
CCN(C(=O)c1cccs1)c1nc(-c2ccc(OC)cc2)cs1 | 2437* | 2224
O=C(CNC1CCCCCC1)c1cccs1 | 1339 | 1714
O=C1N=C(N2CCOCC2)S/C1=C\c1cccs1 | 1321 | 1684
Cc1ccccc1CC1(CO)CCCN(C(=O)c2ccccc2N(C)C)C1 (stereo not drawn) | 1582 | 1662
CCOC(=O)C(=Cc1cn(C)c2ccc(S(=O)(=O)N(C)C)cc12)C(=O)OCC | 1538 | 1823
COc1ccc(N(C(=O)Cc2cccs2)C2C=CS(=O)(=O)C2)cc1 (stereo not drawn) | 1527 | 1732
Clc1cccc(OCCN2CCNCC2)c1 | 1640 | 1948
O=C1CCN(S(=O)(=O)c2ccc(Br)cc2)CCN1 | 1527 | 1647
Cc1cccnc1CN1CCN(C(=O)c2cc(COc3ccc4ncccc4c3)on2)CC1 | 1513 | 1842
O=C(COC(=O)c1n[nH]c2ccccc12)Nc1cccc(S(=O)(=O)N2CCOCC2)c1 | 1539 | 1941
O=C(CSc1nc2ncc(Cl)cc2[nH]1)N(Cc1ccccc1)C1CCS(=O)(=O)C1 (stereo not drawn) | 1429 | 2078

Other compounds:
compound | SRC3 TRFRET art | SRC1 TRFRET art
CCOc1ccc(NC(=O)c2cccc(OC(=S)N3CCOCC3)c2)cc1 | 1337 | 1656
CCOc1ccc(/C=N/n2cc(-c3ccccc3)[nH]c2=S)cc1 | 1762 | 1892
COc1ccc2c(C)cc(SCC(=O)Nc3nsc(-c4ccc(C)cc4)n3)nc2c1 | 1459 | 1629
CC(C)Sc1nsc2nc(=O)c(/C=C3\C=Nc4ccccc43)c(N)n12 | 1458 | 1880
CCCCC1S/C(=N/N=C/c2cccs2)NC1=O (stereo not drawn) | 1512 | 1477
COc1ccc(C(=O)COc2ccccc2C(N)=O)cc1 | 1617 | 1907
Cc1ccc(NC(=O)CCNS(=O)(=O)c2ccc3c(c2)oc(=O)n3C)cc1C | 1571 | 1829
CCOC(=O)Cc1nn(C(C)C)c(=O)c2ccccc12 | 1757 | 1661
COC(=O)c1cn(NC(=O)c2cnccn2)c(=O)c2ccccc12 | 1558 | 2064
O=c1[nH]c2cc3c(cc2cc1CN(Cc1cccnc1)C(=S)NCc1ccco1)OCCO3 | 1723 | 1845
CCCCNC(=O)/C(=C/c1ccccc1)NC(C)=O | 1899 | 1563
O=C(C1=C[C@@H]2[C@H]3C(=O)N(c4ccccc4Cl)C(=O)[C@H]3[C@@H](C(=O)c3ccc(Cl)cc3)N2C=C1)c1ccccc1 | 1599 | 1741

Reprinted from the part before: seven entries, then new ones.
compound | SRC3 TRFRET art | SRC1 TRFRET art
COc1ccc(C(=O)COc2ccccc2C(N)=O)cc1 | 1617 | 1907
Cc1ccc(NC(=O)CCNS(=O)(=O)c2ccc3c(c2)oc(=O)n3C)cc1C | 1571 | 1829
CCOC(=O)Cc1nn(C(C)C)c(=O)c2ccccc12 | 1757 | 1661
COC(=O)c1cn(NC(=O)c2cnccn2)c(=O)c2ccccc12 | 1558 | 2064
O=c1[nH]c2cc3c(cc2cc1CN(Cc1cccnc1)C(=S)NCc1ccco1)OCCO3 | 1723 | 1845
CCCCNC(=O)/C(=C/c1ccccc1)NC(C)=O | 1899 | 1563
O=C(C1=C[C@@H]2[C@H]3C(=O)N(c4ccccc4Cl)C(=O)[C@H]3[C@@H](C(=O)c3ccc(Cl)cc3)N2C=C1)c1ccccc1 | 1599 | 1741
O=C(NCc1ccc(Cl)cc1)C(=O)Nc1nccs1 | 1626 | 1831
Fc1cccc(Cl)c1CSc1nnc(CNc2ccccc2)o1 | 1454 | 1528
O=C(CSc1nnnn1C1CCCCC1)N1CCOCC1 | 1635 | 1532
Cc1cc(C)n(C(=O)c2cccc(S(=O)(=O)N3CCCC3)c2)n1 | 1401 | 1546
O=c1oc2ccccc2n1Cc1ccccc1Cl | 1664 | 1976
CC(C)C1CC(CCN)(Cc2ccccc2)CCO1 (stereo not drawn) | 1653 | 1645
CS(=O)(=O)c1ccc(-c2cn3cc(C(=O)O)ccc3n2)cc1 | 1555 | 1784
COc1ccc(OCC(O)CN2CCN(Cc3ccc4c(c3)OCO4)CC2)cc1 (stereo not drawn) | 1557 | 1901
CC1CCN(C(=S)c2ccc([N+](=O)[O-])cc2)CC1 | 1747 | 1968
CCN(CC)CCNC(C(=O)Nc1ccc([N+](=O)[O-])cc1Br)c1ccccc1 (stereo not drawn) | 1514 | 1851
CCN(CC)CCOC(=O)C1(C2CCCCC2)CCCCC1 | i | i
COc1ccc(/C(N)=N/OC(=O)CCCc2ccccc2)cc1 | 1568 | 1816
CN(C(=O)COc1ccccc1C(=O)NCCc1ccccc1)c1ccccc1 | 1508 | 1729
NC(=O)C1=C[C@H](c2ccc(C(F)(F)F)cc2)C[C@H](OCc2ccc(CO)cc2)O1 | 1539 | 1467
CC(C)(C)OC(=O)NNC(=S)NC1CCCCC1 | 1638 | 1894
C=CCn1c(SCc2cccc(F)c2)nc2cc(C(=O)N3CCC(C(N)=O)CC3)ccc2c1=O | 1337 | 1747
CCOc1cc(/C=N/NC(=O)C(=O)NCc2cccnc2)ccc1O | 1527 | 1765
COc1ccccc1C(=O)NNC(=O)c1ccc(NC(=O)C(C)C)cc1 | 1523 | 1691
O=C(Nc1nc(-c2cccnc2)cs1)c1cccc([N+](=O)[O-])c1 | 1700 | 2073
O=C1C2C(c3ccccc3)=NN(c3ccccc3)C2C(=O)N1c1ccccc1 (stereo not drawn) | 1693 | 1680
CCOc1ccc(C)cc1S(=O)(=O)n1nc(C)cc1C | 1756 | 1778
O=C(NC1CCCCCC1)c1ccccc1-c1ccccc1 | 1674 | 1726
CCOc1ccc(NC(=O)C2C3CCC4C(CCC32)C4(Cl)Cl)cc1 (stereo not drawn) | 1337 | 1736
Cc1cc(C=NCCO)c(C)n1-c1cc(Cl)ccc1Cl | 1702 | 1702

Sorted by length of the SMILES (rising): some entries from above
compound | SRC3 TRFRET art | SRC1 TRFRET art
CC(C)(C)OC(=O)NNC(=S)NC1CCCCC1 | 1638 | 1894
CCOc1ccc(C)cc1S(=O)(=O)n1nc(C)cc1C | 1756 | 1778
O=C(Nc1nc(-c2cccnc2)cs1)c1cccc([N+](=O)[O-])c1 | 1700 | 2073

(listing goes on)
compound | SRC3 TRFRET art | SRC1 TRFRET art
COCCNC(=O)c1ccc(-n2c(SCc3cccnc3)nc3ccccc3c2=O)cc1 | 1588 | 2154
CCCC1=NN2C(=N)/C(=C\c3cc(C)n(-c4cccc(C)c4)c3C)C(=O)N=C2S1 | 1240 | 1591
CCN1CCN(CC(=O)N2CCCC(C(=O)c3ccc(Oc4ccccc4)cc3)C2)CC1 (stereo not drawn) | 1571 | 1873
Cc1cc(C)c2nc(NC(=O)[C@@H](NC(=O)c3cccc(S(=O)(=O)N4CCOCC4)c3)C(C)C)sc2c1 | 1709 | 1951
Cc1c(-n2c(SCC(=O)C(C)(C)C)nc3ccccc3c2=O)c(=O)n(-c2ccccc2)n1C | 1702 | 1789
COc1ccc(C(=O)/C=C(\N)C(F)(F)F)c(O)c1 | 1572 | 1576
CCOc1ccc(N2C(=O)CC(Sc3ccccc3C(=O)O)C2=O)c([N+](=O)[O-])c1 (stereo not drawn) | 1687 | 1997
O=C(O)CCCNC(=O)/C(=C\c1ccc(Cl)cc1)NC(=O)c1ccc(Br)cc1 | 1617 | 1584
CCCCC/C(=N\NC(=O)CCC(=O)NCc1ccccc1)c1ccccc1 | 1694 | 1662
C[n+]1ccccc1N1CCN(c2ccccc2Cl)CC1 | 1664 | 1711
COc1cc2c(cc1NC(=S)NC(=O)c1c(OC)cccc1OC)oc1ccccc12 | 1815 | 1833
O=C(NNC(=O)c1sccc1-n1cccc1)c1ccc(F)cc1 | 1495 | 1725
Cc1ccc(CNC(=O)C(=O)NCC(c2ccco2)N2CCOCC2)cc1 (stereo not drawn) | 1540 | 1657
COC(=O)C1=C(C)N(Cc2ccco2)C(=O)N[C@H]1c1ccccc1 | 1615 | 1853
CS(=O)(=O)N1N=C(c2ccco2)CC1c1ccc(Cl)cc1Cl (stereo not drawn) | 1574 | 1909
C=CCc1cc(Cl)ccc1OCCNCCOC | 1770 | 1870
CCOC(=O)CSc1nc2sc(C)c(C)c2c(=O)n1N | 1802 | 2023
CCN(C(=O)c1ccc2c(Cl)c3c(nc2c1)CCC3)c1cccc(C)c1 | 1834 | 1861
CCCn1c(=O)c(C(=O)Nc2ccccc2C(=O)OC)c(O)c2ccccc21 | 1650 | 1545
CCN1C(=O)/C(=C\c2ccc(F)cc2)N=C1SCC(=O)NCc1ccco1 | 1157 | 1751
O=C(Cn1nc(Cl)nc1Cl)Nc1ccccc1 | 1420 | 1886
